# From PubChem BioAssay
# DNA Pol III inh – inhibitors of bacterial DNA polymerase III holoenzyme; hit rate 0.25% among 71,000; reconstituted DNA polymerase III holoenzyme replication, biochemical; Potency, µM (highest dose often 57.1 µM), for inactives: at the highest dose activity change, negative = inhibition; AID 603; also: potency is read from the fitted curve at half-maximal effect; % is scaled to controls: 0 for no effect and ±100 for the full control effect
#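 Reconstituted *E. coli* holoenzyme (0.35 nM Pol III, 1 nM beta, 154 nM SSB, 2 nM primase) was preincubated with compound for 15 min at RT. Synthesis on 1.4 nM ssM13Gori ran 35 min, then was stopped with PicoGreen/EDTA and read as dsDNA fluorescence.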
# Ub-GFP proteasome – ubiquitin-GFP accumulation via proteasome inhibition. Ubiquitin-GFP reporter cells, proteasome inhibition, GFP fluorescence; response scale: untreated = 0%, 10 µM MG-132 = 100%. Potency, µM (titrated, usually from 45.9 µM), for the others: at the highest dose activation (GFP accumulation), most hits filed as activators. 67,000 tested, under 10 active. AID 526; active = well fitted activation curve with a large enough effect, not every such curve was filed as active; inconclusive = small, poorly fitted or top-dose-only effect, or another doubt; inactive = no such curve, though single readings can be large or run the other way; also: potency is read from the fitted curve at half-maximal effect
#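 GFP accumulation read-out: laser plate cytometry counting ubiquitin(G76V)-GFP-expressing U2OS cells after 4 hr compound exposure at 37 °C. Titrations spanned 46 uM to 2.9 nM; 0% = basal, 100% = 10 uM MG-132; concentration-response curves fitted.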
# ALOX15 inhib – inhibitors of human 15-lipoxygenase (ALOX15); purified 15hLO-1, xylenol orange hydroperoxide absorbance; P16050; Potency, µM (doses to about 57.1 µM), inactives show top-dose activity change, negative = inhibition, usual class: inhibitors; hit rate 1.4% among 74,000; also: potency is read from the fitted curve at half-maximal effect; % is scaled to controls: 0 for no effect and ±100 for the full control effect; nearly all actives have a fitted effect of over 55% in size
#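 Purified human 15hLO-1 (40 nM final) in 25 mM Hepes pH 7.5, 0.01% Triton X-100 was preincubated with compound 15 min at room temperature, then reacted 6 min with 50 uM arachidonic acid; hydroperoxide detected by Fe-XO, 573/405 nm absorbance ratio.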
# CRE-bla Fsk – alters forskolin-stimulated CRE reporter signaling in CHO cells | CHO CRE-bla reporter (cAMP response element driving beta-lactamase), forskolin EC10, beta-lactamase ratio | AID 662 | hit rate 2.5% among 71,000 | Potency, µM (top dose mostly 38.2 µM), for inactives: at the highest dose activity change, negative = inhibition, usual class: activators; active = well fitted activation curve with a large enough effect in the signal ratio, with a control signal flat, not every such curve was filed as active; inconclusive = small, poorly fitted or top-dose-only effect, or effect the other way, or a change in a side signal; the % refers to the signal ratio; also: potency is read from the fitted curve at half-maximal effect; % of control where 0% means no effect
#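 The 460nm/530nm emission ratio after CCF4 loading defined %Activity, from which AC50 values were obtained. CRE-bla CHO cells received compound dilution series together with an EC10 level of NKH 477 for 3 hours at 37 degrees Celsius.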
# Hsp90 Hop PPI – changes Hsp90-Hop TPR2A binding signal, up or down; AlphaScreen TPR2A-His6 binding biotin-Hsp90 C-terminal peptide; Potency, µM (highest dose often 57 µM), inactives show at the highest dose activity change, negative = inhibition; hit rate 0.44% among 71,000; AID 595; active = well fitted curve in either direction with a large enough effect; inconclusive = small, poorly fitted or top-dose-only effect, or another doubt; also: potency is read from the fitted curve at half-maximal effect; % is scaled to controls: 0 for no effect and ±100 for the full control effect; many of its hits are not listed in these tables
# HBB splicing – modulators of hemoglobin beta chain splicing; HBB splicing reporter cell assay, activation; EGFP reporter with mutant IVS2-654 intron; response scale: normalised to 500 nM splice-correcting PNA; Potency, µM (titrated, usually from 46.1 µM), for inactives: top-dose activation, hits mostly activators; hit rate 0.06% among 65,000; also: potency is read from the fitted curve at half-maximal effect; 0% is about no effect
#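 HeLa cells stably expressing EGFP interrupted by mutant beta-globin intron 2 (IVS2-654), 500/well in 2% FCS. Treated with compound for 2 days at 37C. Splicing correction scored as total well GFP intensity (488 nm excitation, 500-520 nm emission); 500 nM antisense PNA served as control.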
# BRCT PPI green – inhibitors of human BRCA1 BRCT-phosphoprotein interaction (green fluorophore) | P38398 | BRCA1 BRCT-phosphopeptide binding, green fluorescence polarization | Potency, µM (top dose mostly 76.9 µM), for inactives: at the highest dose activity change, negative = inhibition, actives largely listed as inhibitors | hit rate 0.05% among 75,000 | AID 875;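 also: potency is read from the fitted curve at half-maximal effect; plate controls were peptide without protein for full effect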
#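 Fluorescence polarization: His-tagged BRCT (~35 kDa BRCA1 C-terminus, 250 nM) bound to 100 nM fluorescein-labeled phosphorylated 10-aa BACH1 peptide, pH 7.3 phosphate buffer with DTT and Tween 20. Compounds incubated 12 min at room temperature; inhibition read as lowered polarization.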
# BRCT inh red – inhibitors of human BRCA1 BRCT-phosphoprotein interaction (red fluorophore); AID 892; BRCT-phosphopeptide binding, red fluorescence polarization; Potency, µM (titrated, usually from 76.9 µM), inactives show at the top dose activity change, negative = inhibition, usual class: inhibitors; hit rate 0.03% among 75,000; also: % is scaled to controls: 0 for no effect and ±100 for the full control effect
#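 Rhodamine-labelled pBACH1 10-mer (100 nM) bound to BRCT domain (100 nM) at pH 7.3; compounds incubated 12 min room temperature, polarization read. Free peptide defines full inhibition; unlabelled decapeptide titrated as control.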
# 4-MU autofl – compound fluoresces in the 4-MU spectral region; max dye-equivalent concentration, M; AID 589; compound autofluorescence, 340/450 nm, 4-MU equivalents; stronger effect = higher value; hit rate 11% among 59,000; in the data active = max dye-equivalent concentration above about 10 nM; inconclusive = mostly about 1.1 nM to 9.6 nM
#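 Compounds in 100 mM Tris, pH 8.0, sat 15 min at room temperature before fluorescence was read at 340 nm excitation/450 nm emission; a per-plate six-point 4-MU standard curve converted signals to dye-equivalent concentration at each compound concentration.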
# A350 autofl – compounds fluorescent in Alexa 350 spectral region; AID 590; max dye-equivalent concentration, M; Compound autofluorescence, 340/450 nm, Alexa 350 dye-equivalents; stronger effect = higher value; hit rate 11% among 59,000; in the data active = max dye-equivalent concentration above about 10 nM; inconclusive = mostly about 1.1 nM to 9.6 nM
# Epigenetic mod – derepresses silenced GFP locus in mouse C127i cells | mouse C127i GFP locus derepression, cytometry, 30 h | hit rate 0.09% among 68,000 | Potency, µM (doses to about 46.1 µM), for the others: top-dose GFP derepression (activation); also: % of control where 0% means no effect
#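 Murine C127i mammary cells carrying a silenced, stably integrated CMV-driven GFP reporter were treated with compound for 30 hours at 37 C. After PBS washes, GFP-positive cells were counted by laser-scanning microplate cytometry.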
# The depositor's hits bear a star; i = inactive; ? = inconclusive; . = not tested or not shown; [ ] = remark or other dose. Unless noted, calls follow the shape of the dose curve; as a rule, active = well fitted curve in the direction sought with a large enough effect; inconclusive = small, poorly fitted or top-dose-only effect, or another doubt; inactive = no such curve, though single readings can be large; an effect the other way counts as inactive or inconclusive.
compound,A350 autofl,CRE-bla Fsk,BRCT inh red,ALOX15 inhib,HBB splicing,4-MU autofl,Epigenetic mod,BRCT PPI green,Ub-GFP proteasome,DNA Pol III inh,Hsp90 Hop PPI
O=C(c1ccco1)N1CCN(C(c2ccc(F)cc2)c2nnnn2Cc2cccs2)CC1 (configuration not stated),i,-8%,1.2%,-14%,0.4%[57.5 µM],i,4%,0.1%,-6%,-4%,-4%
O=S1(=O)NC(=NCc2ccccc2)c2ccccc21,i,-6%,-1.9%,1%,2.3%,i,2%,-3.1%,1%,4%,-3%
CC(C)c1ccc(NC(=O)C2CCCN(S(=O)(=O)c3cnc[nH]3)C2)cc1 (configuration not stated),.,-7%,1.3%,-3%,-0.2%,.,-3%,-1.4%,-12%,-8%,1%
COC(=O)c1[nH]c2cccc(Cl)c2c1NC(=O)CN(C)C1CCCCC1,?,7%,0.4%,5%,0.9%[0.369 µM],i,4%,-2.5%,-7%,2%,-9%
CC1CCCCN1C(=O)CSc1nnc(-c2c[nH]c3ccccc23)o1 (configuration not stated),i,-3%,0.2%,4%,.,i,0%,-3.3%,0%,-3%,-3%
CCn1cc(C2=NCC(C)O2)c2ccccc21 (configuration not stated),i,-12%,-1.0%,-4%,-1.7%,i,-4%,-1.7%,16%,3%,-2%
CCN1C(=O)C(Cc2nc3ccccc3c(=O)n2C)c2ccccc21 (configuration not stated),.,2%,-0.9%,-9%,-5.9%,.,0%,-0.2%,-3%,-4%,-2%
Cc1oc(/N=C/c2ccc3c(c2)OCO3)c(C#N)c1C,.,-4%,-2.1%,-1%,0.6%,.,4%,-3.7%,16%,-6%,-9%
CSc1nnc(-c2ccccc2)n1C,i,3%,0.8%,13%,-0.2%[57.5 µM],i,-3%,-1.4%,2%,-4%,-2%
c1ccc(-c2n[nH]c(-c3ccccn3)n2)nc1,i,28%,-1.4%,59%[activator],-0.1%,i,-5%,0.6%,6%,4%,0.2µM*
CN1CCN(c2ncc3nc(-c4cn(C)c5ccccc45)c(=O)n(C)c3n2)CC1,i,?,-2.5%,?,0.5%,i,0%[9.22 µM],-1.8%,-2%,-8%,8%
COc1cc(C2C(C(=O)c3ccc(C)o3)=C(O)C(=O)N2c2cc(C)on2)cc(Br)c1O (configuration not stated),i,-24%,1.4%,?,4.3%,i,-3%,-1.2%,-7%,-1%,-8%
COc1ccccc1-n1cnnc1SCC(=O)Nc1cc(C(C)(C)C)nn1-c1ccccc1,i,?,-0.3%,2%,3.3%,i,-2%,1.2%,-4%,-4%,-3%
Cc1ccc(Cn2ncc3c(N4CCN(c5ccccc5C)CC4)ncnc32)cc1,i,?,-0.3%,?,-1.4%,i,-3%,-1.3%,-2%,10%,?
COc1ccc(NC(=O)c2cccnc2)c(OC)c1,.,7%,0.8%,13%,0.5%,.,-2%,-0.5%,13%,-1%,-8%
CCOC(=O)C(C(C)=O)=C1SC2CS(=O)(=O)CC2S1 (configuration not stated),i,13%,-0.8%,-6%,0.6%[0.369 µM],i,-2%,-3.6%,.,-1%,?
CCn1c(=O)cc(OCC(=O)N2CCc3ccccc32)c2ccccc21,.,-10%,1.4%,6%,-0.2%,.,-3%,-0.7%,4%,-2%,0%
CCOC(=O)Cn1nnnc1C(CC)N(Cc1cccs1)Cc1cc2cc(C)ccc2[nH]c1=O (configuration not stated),?,2%,-0.1%,-25%,.,?,0%,1.4%,4%,-6%,-1%
CCOC(=O)C(C)n1cnc2c(nnn2Cc2ccc(C)cc2)c1=O (configuration not stated),?,?,-0.5%,-1%,1.4%,?,1%,1.0%,5%,5%,1%
CC12CC(c3ccccc3O1)N(C(=O)c1ccco1)C(=O)N2c1ccccc1 (configuration not stated),i,?,-1.2%,-1%,5.8%[0.369 µM],i,2%,-1.5%,.,-3%,-4%
CCCCOCCOCCSC#N,.,-10%,1.5%,-2%,0.3%,.,.,-0.3%,.,-3%,-1%
Cc1cccc(C)c1NC(=O)CCCSc1nnc(-c2ccco2)n1-c1ccccc1,i,-4%,-0.9%,10%,0.1%[57.5 µM],i,2%,-0.2%,3%,-4%,-1%
Cc1ccc2c(c1)NC(=O)C(CC(=O)NCCN(CC(C)C)CC(C)C)O2 (configuration not stated),.,-4%,0.1%,1%,-0.6%,.,2%,0.0%,-13%,0%,1%
FC(F)(F)c1ccccc1-c1cc(NCc2cccnc2)ncn1,i,4%,0.5%,?,0.8%,i,-2%[9.22 µM],-1.7%,-5%,-4%,-8%

# Hsp90 Hop PPI, what is marked active above
mol	A350 autofl	CRE-bla Fsk	BRCT inh red	ALOX15 inhib	4-MU autofl	Epigenetic mod	BRCT PPI green	Ub-GFP proteasome	DNA Pol III inh	Hsp90 Hop PPI
c1ccc(-c2n[nH]c(-c3ccccn3)n2)nc1	i	28%	-1.4%	59%[activator]	i	-5%	0.6%	6%	4%	0.2µM*

# Next part
compound,A350 autofl,CRE-bla Fsk,BRCT inh red,ALOX15 inhib,HBB splicing,4-MU autofl,Epigenetic mod,BRCT PPI green,Ub-GFP proteasome,DNA Pol III inh,Hsp90 Hop PPI
O=C(Nc1ccccn1)C1CCN(S(=O)(=O)c2cccc3nonc23)CC1,i,-16%,0.4%,2%,2.7%,i,-1%,-1.6%,4%,0%,0%
COc1cc(C)c(S(=O)(=O)n2ccc(C)n2)cc1C,i,-6%,0.3%,-4%,.,i,-3%,0.0%,-1%,6%,4%
COCCn1c(SCC(=O)Nc2cc(C)cc(C)c2)nnc1C(C)C,i,-12%,-1.5%,-8%,0.4%,i,4%,-1.1%,2%,1%,-2%
Cc1cc(C)nc(-n2c(Nc3ccccc3)cc(=O)c3c(C)n(-c4ccccc4)c(=O)nc32)n1,.,?,0.7%,1%[11.4 µM],-3.5%[0.0738 µM],.,2%,0.2%,20%[9.17 µM],6%[11.4 µM],-5%[11 µM]
CCOC(=O)C1=C(C)NC(=O)NC1c1ccc(C)o1 (configuration not stated),.,2%,0.2%,-3%,-0.6%,.,-4%,3.2%,-3%,-5%,-7%
Cc1ccc(C2CC(=O)c3cnc(NC(=O)c4ccco4)nc3C2)cc1 (configuration not stated),i,21%,3.2%,-4%,3.0%[1.84 µM],i,0%,1.8%,4%,2%,-4%
CCOCCCNC(=O)c1cc(C)nn1-c1ccccc1,.,-3%,0.7%,10%,-0.6%,.,0%,-3.2%,2%,0%,2%
Cc1nonc1NC(=O)OCCN1CCOC1=O,i,-18%,0.6%,-2%,-1.4%,i,1%,-1.3%,-8%,-2%,-2%
CC1CCCO1 (configuration not stated),.,-5%,-1.2%,-5%,0.5%,.,.,1.0%,.,-5%,-5%
O=c1oc2c3c4c(cc2cc1-c1nc2ccccc2[nH]1)CCCN4CCC3,.,?,5.9%,-19%,0.79µM*,.,1%,41%[activator],13%,471%,8%
COc1ccc(OC)c(NC(=O)c2cc(-c3cc(Cl)ccc3O)n[nH]2)c1,i,?,-1.5%,-15%,2.0%,i,0%,-2.4%,8%,-7%,-1%
COCCn1c(=O)c(-c2cccc(C#N)c2)nc2cnc(N3CCN(C)CC3)nc21,2e-08M*,13µM*,2.6%,-11%,1.7%,1.9e-08M*,-3%[9.22 µM],-1.6%,6%,-10%,-4%
Clc1ccccc1-c1nnc2sc(-c3ccc4c(c3)OCO4)nn12,?,?,0.3%,?,-0.7%,?,-3%,2.1%,-1%,3%,-4%
O=c1c2ccccc2nc2c3ccccc3ncn12,1.7e-07M*,-1%,-0.7%,-5%,.,1.9e-07M*,1%,-0.3%,0%,-1%,-1%
CC(C)NC(=O)Cn1cnc2c1c(=O)n(C)c(=O)n2C,i,-3%,0.6%,3%,0.2%,i,5%,0.8%,4%,-2%,-6%
O=C(NCS(=O)(=O)c1ccccc1)c1ccccc1,.,2%,-0.9%,5%,-1.8%,.,-4%,0.6%,12%,-7%,-3%
CCOC(=O)c1sc2ccc(S(=O)(=O)N3CCCCC3)cc2c1N,6.2e-08M*,?,-1.1%,-18%,-2.6%[57.5 µM],4.2e-08M*,2%,0.8%,2%,0%,17%
O=C(NCc1ccc2c(c1)OCO2)C1CCCN1C(=O)Nc1ccc(F)cc1 (configuration not stated),i,-12%,1.4%,3%,0.1%[57.5 µM],i,-1%,-1.4%,1%,-1%,3%

# Hits appear at their usual frequency, and some 12% of all compounds hit somewhere here.
